High-throughput results from PubChem.
TNAP activation fold = stimulation of alkaline phosphatase TNAP activity – biochemical, luminescent, no phosphate acceptor, uHTS, primary screen (AID 1001); activation fold at 20 µM; hits with a dose series show EC50 in µM; actives 0.03% (n = 200,000); purified TNAP, luminescent activation assay, no phosphate acceptor; higher activation fold means a stronger effect; in the data active means activation fold from about 3, or a potency from the dose series; inactive means the rest, 99 in 100 with activation fold below about 1.6; further: many of its hits are not listed in these tables
PMI inhibitors = inhibitors of human PMI, primary screen, biochemical, fluorescence intensity, coupled assay (AID 1209). actives 0.42% (n = 190,000). purified PMI enzyme, coupled fluorescence intensity; higher % means a stronger effect. inhibition, % at 20 µM, or IC50 in µM where a hit was titrated;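 further: plate controls were DMSO vehicle for no effect and wells lacking substrate for full effect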
LYP inhibition = inhibitors of LYP phosphatase, biochemical, fluorescence intensity, uHTS (AID 1779) | recombinant LYP phosphatase, fluorescence intensity; higher % means a stronger effect | one-dose inhibition, % at 11.5 µM; IC50 in µM for titrated hits | actives 0.054% (n = 290,000);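 further: plate controls were vehicle with enzyme for no effect and no enzyme for full effect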
NOD2 inhibition = NOD2 signaling inhibitors, cell-based, luminescence, uHTS, HEK293 (AID 1566); HEK293 NOD2/NF-kB luciferase reporter, luminescence; higher % means a stronger effect; actives 0.63% (n = 290,000); one-dose inhibition, % at 4 µM; EC50 in µM for titrated hits; further: many of its hits are not listed in these tables
KOR beta-arrestin-1 = KOR antagonists, beta-arrestin recruitment, cell-based, luminescence, uHTS (AID 1778). KOR beta-arrestin recruitment, luminescence, antagonist mode; higher % means a stronger effect. one-dose inhibition, % at 10 µM; IC50 in µM for titrated hits. actives 0.091% (n = 290,000); further: strong numbers were not always called active
NOD1 inhibition = inhibition of NOD1-driven NF-kB reporter – cell-based, luminescence, uHTS, primary screen (AID 1578); NOD1-driven NF-kB luciferase reporter cells, luminescence; higher % means a stronger effect; actives 1% (n = 290,000); inhibition, % at 4 µM, or EC50 in µM where a hit was titrated; in the data active means inhibition mostly above about 36%, no sharp cut-off; inactive means mostly below about 34%;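 further: HEK-293T reporter cells stimulated with the NOD1 agonist gamma-tri-DAP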
PMI inhibition = MPI inhibition at elevated mannose 6-phosphate – biochemical, fluorescence intensity, high mannose 6-phosphate, primary screen (AID 1220) | recombinant PMI enzyme, coupled fluorescence intensity; higher % means a stronger effect | inhibition, % at 20 µM; hits with a dose series show IC50 in µM | actives 0.66% (n = 190,000)
XIAP displacement = small molecules displacing peptide from XIAP – biochemical, IAP family, fluorescence polarization (AID 1018); XIAP BIR domain, fluorescence polarization peptide displacement; higher % means a stronger effect; one-dose displacement, % at 20 µM; IC50 in µM for titrated hits; actives 0.007% (n = 200,000); in the data active means displacement above about 50%; further: a part of the inactive calls stands beside numbers as strong as those of hits
KOR beta-arrestin-2 = kappa opioid receptor activators – cell-based, luminescence, uHTS, primary screen (AID 1777) | KOR beta-arrestin recruitment, luminescence; higher % means a stronger effect | activation, % at 10 µM; hits with a dose series show EC50 in µM | actives 0.02% (n = 280,000); in the data active means activation above about 50%, passing the limit was not always enough; further: a part of the inactive calls stands beside numbers as strong as those of hits
* marks the source's active call; other numbers are inactive results; / = no result given; [ ] = dose if it differs, or a comment. Unless noted, no stated cut-off is given here; in the data, active means inhibition above about 50%; inactive means the rest. Only part of the results is shown; rates above refer to the full screens.

SMILES	TNAP activation fold	PMI inhibitors	LYP inhibition	NOD2 inhibition	KOR beta-arrestin-1	NOD1 inhibition	PMI inhibition	XIAP displacement	KOR beta-arrestin-2
CCN1CCN(C(c2nnnn2Cc2ccc3c(c2)OCO3)C(C)C)CC1 (configuration not stated)	1.1	-1%	-5%	9%	-26%	7%	-1%	-12%	1.7%
CCN(CC(=O)NCc1cccs1)C(=O)CCOc1ccccc1C	/	/	-10%	10%	5%	-19%	/	/	-2.4%
Cc1ccc(NC(=O)C2CC(=O)NC(N3CCCCC3)=N2)cc1Cl (configuration not stated)	1.1	-2%	-3%	0%	1%	-17%	-3%	-2.6%	-0.4%
COCCNC(=O)Cn1c(=O)n(Cc2ccco2)c(=O)c2ccccc21	1	9%	-3%	-4%	-18%	-19%	4%	-13%	/
CCOc1ccc(/C=C/C(=O)Oc2ccccc2)cc1	/	/	-5%	-3%	-16%	-9%	/	/	3.3%
CC(C)C(NS(=O)(=O)c1cccs1)C(=O)NCc1ccccc1 (configuration not stated)	/	/	-13%	-18%	-16%	-7%	/	/	-1.4%
CSCCC(NS(=O)(=O)c1ccc(Cl)cc1)C(=O)OCc1c(Cl)cccc1Cl (configuration not stated)	1.2	10%	-1%	-24%	-30%	-14%	7%	-3.4%	35%
Cc1csc(NC(=O)C2CCCN(S(=O)(=O)c3cccnc3)C2)n1 (configuration not stated)	1.2	0%	-5%	5%	15%	-6%	5%	-6.0%	-5.5%
O=C(Cc1ccc(Cl)cc1)NN1C(=O)c2ccccc2C1=O	1.2	-5%	2%	-6%	/	-19%	-4%	1.1%	0.1%
CCN(CC)S(=O)(=O)c1ccc(N2CCOCC2)c(NC(=O)c2ccc(NC(C)=O)cc2)c1	/	/	-8%	3%	-30%	1%	/	/	0.5%
Cc1ccc2[nH]c3c(=O)n(CC(=O)NCCc4ccc(Cl)cc4)ncc3c2c1	/	/	-13%	-1%	-11%	-14%	/	/	-4.6%
Cc1ccc(CC(=O)O/N=C(\N)c2cccc([N+](=O)[O-])c2)cc1	0.9	8%	-4%	6%	0%	-24%	2%	-2.2%	1.8%
COc1ccccc1N1CCc2c(C)nc3c(OC)cccc3c21	1	12%	1%	15%	16%	-15%	16%	-8.8%	-0.8%
Cc1nc(SCc2ccc(Cl)cc2)ncc1C(=O)O	1	4%	7%	-6%	-11%	-26%	8%	-24%	3.3%
CC(NC(=O)C(=O)NN=C1CCCCCCC1)c1ccccc1 (configuration not stated)	1	2%	-4%	4%	8%	-46%	4%	-0.3%	3.3%
O=C(OCC(=O)N1CCC(Cc2ccccc2)CC1)c1ccc[nH]c1=O	1	15%	2%	2%	-15%	-4%	16%	-9.6%	0.3%
O=C(CNc1cc(S(=O)(=O)N2CCOCC2)ccc1N1CCCC1)NCc1ccco1	1.1	-20%	-1%	-8%	-28%	-24%	7%	-6.1%	-1.4%
COc1c(Cl)cc(C(=O)NN)cc1Cl	1	-6%	1%	7%	-12%	-28%	-7%	-0.3%	-1.2%
COc1ccc(N2CCN(CCNC(=O)C3CCN(S(=O)(=O)c4cccs4)CC3)CC2)cc1	1.1	0%	-9%	20%	-5%	/	2%	2.3%	-1.8%
COc1ccc(C2=Nn3c(nnc3-c3ccco3)SC2)cc1OC	1.1	-3%	0%	-49%	-33%	32%	-7%	-6.9%	4.4%

Complete entries from above. Order of values: TNAP activation fold | PMI inhibitors | LYP inhibition | NOD2 inhibition | KOR beta-arrestin-1 | NOD1 inhibition | PMI inhibition | XIAP displacement | KOR beta-arrestin-2
Results for `O=C(OCC(=O)N1CCC(Cc2ccccc2)CC1)c1ccc[nH]c1=O` = 1 | 15% | 2% | 2% | -15% | -4% | 16% | -9.6% | 0.3%
Results for `CCN(CC)S(=O)(=O)c1ccc(N2CCOCC2)c(NC(=O)c2ccc(NC(C)=O)cc2)c1` = / | / | -8% | 3% | -30% | 1% | / | / | 0.5%
Results for `COCCNC(=O)Cn1c(=O)n(Cc2ccco2)c(=O)c2ccccc21` = 1 | 9% | -3% | -4% | -18% | -19% | 4% | -13% | /
Results for `CCN(CC(=O)NCc1cccs1)C(=O)CCOc1ccccc1C` = / | / | -10% | 10% | 5% | -19% | / | / | -2.4%
Results for `Cc1ccc2[nH]c3c(=O)n(CC(=O)NCCc4ccc(Cl)cc4)ncc3c2c1` = / | / | -13% | -1% | -11% | -14% | / | / | -4.6%

(continued)
SMILES	TNAP activation fold	PMI inhibitors	LYP inhibition	NOD2 inhibition	KOR beta-arrestin-1	NOD1 inhibition	PMI inhibition	XIAP displacement	KOR beta-arrestin-2
c1ccc(CNc2ccc(CNc3ncn[nH]3)cc2)cc1	1.1	3%	-5%	-10%	-27%	-18%	7%	-3.5%	-2.1%
COc1ccc(CCNC(=O)[C@@H](NC(=O)c2ccccc2F)C(C)C)cc1OC	1.1	1%	-5%	16%	2%	-30%	7%	-2.4%	-12%
C=CCN1C(=O)C2(OCCO2)c2cc(C)ccc21	/	/	-1%	9%	24%	-2%	/	/	-4.7%
CS(=O)(=O)Nc1cccc(C2=NN(C(=O)c3ccc(F)cc3)C(c3cccs3)C2)c1 (configuration not stated)	/	/	-3%	29%	35%	4%	/	/	-1.1%
O=C(NCCN1CCOCC1)C(=O)NCC1CCCO1 (configuration not stated)	0.9	-15%	-4%	-6%	-18%	51%	-16%	-2.0%	1.1%
CCOC(=O)c1cc(-c2cc3ccccc3o2)n[nH]1	1.1	-2%	13%	-32%	-68%	-42%	-4%	-8.6%	0.0%
CC1(c2ccccc2)NC(=O)N(CC(=O)Nc2nnc(C3CC3)s2)C1=O (configuration not stated)	/	/	-7%	-10%	-12%	-27%	/	/	0.8%
CCCc1cc(C(=O)NCc2cccnc2)no1	1.1	8%	-6%	-4%	5%	-5%	8%	-0.3%	2.2%
Cc1cccc(CN2CCC(n3nccc3NC(=O)CCCc3ccccc3)CC2)n1	/	/	-6%	-5%	2%	-15%	/	/	-3.2%
CCC(C)NC(=O)c1cnn2c(C)c3c(nc12)CCCC3 (configuration not stated)	1.2	-1%	-3%	-20%	-2%	-21%	-4%	-3.7%	-2.8%
CC1CN(C(=S)Nc2cccc([N+](=O)[O-])c2)CC(C)O1 (configuration not stated)	/	/	-4%	-10%	50%	18%	/	/	-3.3%
Cc1cc(C)c2nc(C)cc(Nc3ccc(C(=O)N4CCOCC4)cc3)c2c1	/	/	0%	-1%	32%	-6%	/	/	-0.3%
CCCCc1nc2ccccc2c(C(=O)O)c1C	1.1	6%	-9%	8%	18%	-4%	6%	-4.8%	-1.2%
CCc1ccc(OCC(=O)Nc2ccc(S(=O)(=O)Nc3cc(C)on3)cc2)c(Br)c1	/	/	5%	39%	-3%	-2%	/	/	0.8%
c1ccc(-c2nnc(-c3ccncc3)o2)cc1	1.2	-17%	-2%	-20%	5%	-23%	-24%	-0.9%	-3.1%
O=C(Nc1cccnc1)C12CC3CC(CC(C3)C1)C2	1.1	5%	-11%	1%	3%[20 µM]	-17%	2%	-3.7%	-5.5%
NNC(=O)COc1ccccc1F	1.1	-2%	-8%	13%	9%	-21%	4%	0.3%	2.1%
CCC12CN3CCN(CC(C3)/C1=N\NC(=O)c1ccc(F)cc1)C2	1.1	0%	-4%	2%	32%	-8%	3%	-4.8%	-2.0%
CC(=O)Nc1nc2ccccc2n1Cc1ccccc1C	1.1	7%	0%	-64%	12%	22%	9%	-4.5%	-1.7%
Cc1c(C(=O)N2CCCCC2)nnn1-c1nonc1N	1	9%	-2%	3%	16%	-2%	5%	-26%	-3.5%
N=C1/C(=C\c2coc3ccccc3c2=O)C(=O)N=C2SC(c3ccncc3)=NN12	/	/	6%	12%	-22%	-5%	/	/	13%
O=C(O)COc1ccccc1/C=N/NC(=O)CSc1nnc(-c2ccc(Cl)cc2)n1C1CCCCC1	/	/	-1%	0%	16%	-3%	/	/	7.1%
CCCc1nn2c(=O)cc(CSCC(=O)Nc3ccccc3OC)nc2s1	/	/	-4%	-6%	-58%	-11%	/	/	1.9%
CCc1cc(=O)oc2c(C)c(OCC(=O)NCCCN3CCOCC3)ccc12	/	/	-6%	7%	-36%	-15%	/	/	-0.8%
O=C(NN1C(=O)C2CCCCC2C1=O)c1ccco1 (configuration not stated)	/	/	-6%	-19%	-8%	-4%	/	/	3.6%
Cc1ccc(CSCc2nc3ccccc3[nH]2)cc1	1.6	1%	-6%	7%	37%	-12%	2%	0.1%	-0.7%
Cc1noc(C)c1C(=O)N1CCCc2ccccc21	1	-14%	-7%	17%	2%	9%	-3%	-4.4%	-4.1%
Cc1ccsc1C(=O)N1CCC(N2CCC(C(=O)NCC3CCCO3)CC2)CC1 (configuration not stated)	1.2	1%	-3%	4%	-8%	-40%	6%	-3.4%	2.0%
COc1ccc(-c2nc(C#N)c(NCc3cccnc3)o2)cc1OC	1.1	0%	-6%	-20%	26%	2%	-3%	-21%	1.7%
C=CCn1c(SCC(C)=O)nc2scc(-c3ccco3)c2c1=O	/	/	4%	3%	-26%	-24%	/	/	3.3%
COc1ccc(C2CC(c3cccs3)=NN2C(=O)CSc2nnc(N)s2)cc1OC (configuration not stated)	1.1	-7%	-1%	9%	-36%	-22%	-1%	-5.6%	4.4%
CCOc1cccc(-c2nc3cc(C)ccc3o2)c1	1.1	8%	-11%	-158%	0%	-97%	8%	-1.3%	-1.9%
Cc1ccc2c(c1)c1c3n2CCCN(Cc2ccccc2)C3CCC1 (configuration not stated)	1.1	12%	-3%	8%	-13%	7%	11%	-4.0%	-0.9%
Cc1cc(SCC(=O)OCC(=O)N2CCN(C(=O)c3ccco3)CC2)c(C)cc1Br	1	-10%	5%	6%	-13%	-20%	-24%	-1.3%	6.4%
Cc1c(NC(=O)C(C)Sc2nnc(-c3ccccc3)o2)c(=O)n(-c2ccccc2)n1C (configuration not stated)	1.2	7%	-7%	-5%	-27%	-21%	2%	-3.8%	1.5%
C#CCOCCOCCOCCNc1nc(N2CCN(C(=O)[C@H](CCC(=O)O)n3cc(C(N)CC(C)C)nn3)CC2)nc(N2CCN(C(=O)[C@H](Cc3ccc(O)cc3)n3cc(C(N)CC(C)C)nn3)CC2)n1 (some centres not stated)	1.1	-14%	-10%	-11%	-9%	22%	-10%	-10%	9.3%
CCOC(=O)C1=C(c2ccccc2)NC(=O)NC1c1ccsc1 (configuration not stated)	/	/	-8%	-5%	8%[20 µM]	-32%	/	/	-5.5%
CN(C)c1ccc(/C=C/C(=O)c2c(O)c3ccccc3oc2=O)cc1	/	/	-5%	-103%	2%	-15%	/	/	0.0%
Cc1ccc(S(=O)(=O)Nc2cccc(C(=O)NCc3ccc(S(N)(=O)=O)cc3)c2)cc1	/	/	-10%	16%	7%	1%	/	/	-1.3%
O=C(O)c1cccnc1SC1CC(=O)N(c2ccc(OC(F)F)cc2)C1=O (configuration not stated)	/	/	-9%	20%	25%	11%	/	/	0.6%
CCCCc1c(O)nc(SCC(=O)NC(C)(C)C)n(-c2ccccc2C)c1=O	1.1	2%	-8%	-1%	-30%	1%	-6%	-5.0%	4.9%
CC(=O)c1ccc(NC(=O)NCc2ccc(F)cc2)cc1	1.1	4%	-7%	2%	-30%	-42%	5%	-3.9%	-6.3%
CCN(c1ccc(NC(=O)COC(=O)c2ccc(C)c(S(=O)(=O)N3CCOCC3)c2)cc1)C(C)C	1	19%	-6%	4%	4%	-10%	20%	-3.4%	-6.5%
O=c1[nH]c(=O)n(-c2ccc(F)cc2)c2c1C(C(F)(F)F)(C(F)(F)F)N=C(c1ccc(F)cc1)N2	1.1	6%	-4%	42%	-32%	5%	7%	-6.3%	4.3%
